High-throughput results: PubChem, several laboratories
KCNK3 block: human KCNK3 channel inhibition, primary screen; O14649; CHO-KCNK3 thallium flux, FluxOR fluorescence; hits give low values; B-score at 10 µM; actives 0.84% (n = 340,000); AID 602410;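 active = B-score under library mean minus 4 SD, starting fluorescence ratio at most library mean plus 5 SD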;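 note: more negative B-score means stronger inhibition of thallium flux through KCNK3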
Target sequence (O14649 whole entry, looked up): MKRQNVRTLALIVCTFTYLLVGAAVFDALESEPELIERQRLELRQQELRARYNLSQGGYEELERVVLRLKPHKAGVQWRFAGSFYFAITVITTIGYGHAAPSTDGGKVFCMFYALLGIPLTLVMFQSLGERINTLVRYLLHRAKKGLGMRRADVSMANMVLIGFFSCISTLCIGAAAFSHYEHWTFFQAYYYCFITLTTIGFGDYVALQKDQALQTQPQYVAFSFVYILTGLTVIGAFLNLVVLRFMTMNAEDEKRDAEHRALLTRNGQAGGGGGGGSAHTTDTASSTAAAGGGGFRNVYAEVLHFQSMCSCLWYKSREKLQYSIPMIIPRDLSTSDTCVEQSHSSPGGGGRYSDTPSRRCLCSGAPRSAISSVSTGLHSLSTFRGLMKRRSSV
HDAC3 inh: blocks human histone deacetylase 3 | AID 2718 | actives 0.15% (n = 320,000) | recombinant HDAC3, fluorogenic peptide/trypsin coupled, fluorescence | inhibition, % at 8.3 µM; in the data active = inhibition above about 26%, passing the limit was not always enough
Target sequence (O15379 whole entry, looked up): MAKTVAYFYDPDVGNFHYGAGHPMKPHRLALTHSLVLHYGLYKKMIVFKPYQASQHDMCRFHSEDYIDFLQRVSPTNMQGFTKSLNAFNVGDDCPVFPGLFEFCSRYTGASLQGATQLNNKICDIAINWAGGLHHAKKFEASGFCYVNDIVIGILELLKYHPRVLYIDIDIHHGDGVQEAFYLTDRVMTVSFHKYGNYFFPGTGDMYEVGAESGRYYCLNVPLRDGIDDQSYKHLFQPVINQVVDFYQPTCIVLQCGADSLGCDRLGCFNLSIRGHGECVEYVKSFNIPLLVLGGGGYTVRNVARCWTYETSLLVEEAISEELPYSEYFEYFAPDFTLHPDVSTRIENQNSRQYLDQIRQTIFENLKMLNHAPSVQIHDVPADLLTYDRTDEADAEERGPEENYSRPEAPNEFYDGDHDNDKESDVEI
ANO1 activ: mouse TMEM16A channel activation, primary screen. Q8BHY3. actives 0.3% (n = 340,000). B-score at 10 µM. HEK293 TMEM16A/YFP-H148Q/I152L, iodide quench fluorescence; hits give low values;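 active = fluorescence-ratio B-score plate-corrected deviation score at least 3 library SD below zero, with starting fluorescence score within 5 deviations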;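 note: channel opened by trigger with iodide after compound preincubation; score built on the fluorescence ratio of max minus min over baseline; more negative score means more quench and so TMEM16A activation or potentiation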
Starred values were filed as active, the others as inactive; i = inactive; nt = not tested or not shown. Some of the compounds tested. The share of hits here may be higher or lower than overall.

A first look, 6 compounds:
KCNK3 block | HDAC3 inh | ANO1 activ | smiles
i | nt | i | CN(C)c1ncnc2c1ncn2-c1ccccc1
i | nt | i | Cc1c(Cl)cccc1NS(=O)(=O)c1ccccc1
i | nt | i | c1ccc(Cc2nc3ccccc3s2)cc1
i | nt | i | CC(OC(=O)c1ccc(Cl)cc1)C(=O)NCc1ccc2c(c1)OCO2 (stereo not given)
i | nt | i | O=C(Cn1cnc2ccc(Cl)cc2c1=O)NC1CCS(=O)(=O)C1 (stereo not given)
i | nt | i | O=C1CCCCC1Nc1ccc(Br)cc1 (stereo not given)

Results, previewed entries included:
KCNK3 block | HDAC3 inh | ANO1 activ | smiles
i | nt | i | CN(C)c1ncnc2c1ncn2-c1ccccc1
i | nt | i | Cc1c(Cl)cccc1NS(=O)(=O)c1ccccc1
i | nt | i | c1ccc(Cc2nc3ccccc3s2)cc1
i | nt | i | CC(OC(=O)c1ccc(Cl)cc1)C(=O)NCc1ccc2c(c1)OCO2 (stereo not given)
i | nt | i | O=C(Cn1cnc2ccc(Cl)cc2c1=O)NC1CCS(=O)(=O)C1 (stereo not given)
i | nt | i | O=C1CCCCC1Nc1ccc(Br)cc1 (stereo not given)
i | nt | i | CC(=O)C1CCC2C3CCC4=CC(=O)CCC4(C)C3(Br)C(=O)CC12C (stereo not given)
i | nt | i | Fc1ccc(N2C(=S)SC(=Nc3ccccc3)C2=Nc2ccccc2)cc1
i | nt | i | COc1ccc(S(=O)(=O)Nc2ccc3c(c2)C(=O)N([C@H](C)CO)C[C@H](C)[C@@H](CN(C)S(=O)(=O)c2ccc(OC)cc2)O3)cc1
i | nt | i | COc1cc(C2Oc3ccccc3C=C2[N+](=O)[O-])cc(OC)c1OC (stereo not given)
i | nt | i | O=C(CSc1nnc2ccccn12)NC(=O)c1cccc([N+](=O)[O-])c1
i | nt | i | O=C1CC(=O)N2CCSC2=N1
i | nt | i | CN(Cc1ccccc1)Cc1ccccc1C(O)c1ccccc1 (stereo not given)
i | 0 | i | COc1cc(C(=O)N2CCN(c3ccccc3Cl)CC2)ccc1OCC(=O)N1CCOCC1
i | 6 | i | COc1ccc(-c2nc(SC(C)C(=O)c3c(N)n(C)c(=O)n(C)c3=O)n[nH]2)cc1 (stereo not given)
i | -1 | i | CCc1nc2ccccc2c(C(=O)OCc2nc3ccccc3c(=O)[nH]2)c1C
i | -1 | i | Cc1ccc(C(=O)COC(=O)[C@@H](NC(=O)c2ccco2)C(C)C)s1
i | -1 | i | N#Cc1ccc(NCC(=O)N2CCN(S(=O)(=O)c3ccccc3)CC2)cc1
i | 8 | i | CCN(c1ccccc1)S(=O)(=O)c1ccc(C(=O)Nc2cccc(NC(C)=O)c2)cc1
i | -1 | i | COCCN(C(=O)CSc1nnc(-c2ccco2)n1C)c1c(N)n(CC(C)C)c(=O)[nH]c1=O
i | 0 | i | Cc1ccc(NC(=O)Cn2ncc(Cl)c(Cl)c2=O)cc1S(=O)(=O)N1CCCCC1
i | -6 | i | CC(OC(=O)Cc1ccc(Br)cc1)C(=O)NC1CCCC1 (stereo not given)
i | 12 | i | CCc1sc(C(=O)Nc2cccc(-n3cnnn3)c2)cc1C
i | -4 | i | CCOc1ccc(OCCNC(=O)c2ccc3c(c2)nnn3CC)cc1
i | -7 | i | CCC1CCCCN1C(=O)COC(=O)c1cccs1 (stereo not given)
i | 4 | i | O=C(Nc1ccc(Cl)cc1)C1CCCN(C2=NS(=O)(=O)c3ccccc32)C1 (stereo not given)
i | -1 | i | O=C(CN1C(=O)NC(Cc2ccccc2)C1=O)Nc1ccccc1F (stereo not given)
i | -7 | i | O=C(Nc1cc(Cl)ccc1N1CCOCC1)c1ccc(F)c(S(=O)(=O)N2CCOCC2)c1
i | -5 | i | CCC(=O)c1ccc(OCC(=O)OCC(=O)Nc2ccc3c(c2)OCCO3)cc1
i | 0 | i | COc1ccccc1N1CCN(C(=O)C2=CC=CN3CCS(=O)(=O)N=C23)CC1
i | 4 | i | O=C(OCC(=O)N1CCc2ccccc2C1)c1ccc(OC(F)F)cc1
i | -3 | i | Cc1ccccc1NC(=O)CN1C(=O)NC2(CCc3ccccc32)C1=O (stereo not given)
i | 1 | i | COc1ccc(NC(=O)CC2SC(N3CCCCC3)=NC2=O)cc1OC (stereo not given)
i | 0 | i | O=C(COC(=O)c1cnc(Cl)c(Cl)c1)c1ccc(F)cc1
i | -3 | i | O=S(=O)(NCc1ccccc1Br)c1ccccc1Br
i | -3 | i | NS(=O)(=O)c1ccc(CCNC(=O)c2ccc3c(=O)n4c(nc3c2)CCCCC4)cc1
i | -3 | i | O=C(CCNC(=O)c1ccccc1)NNC(=O)COc1ccccc1Cl
i | 4 | i | O=C(COC(=O)/C=C/c1ccc(F)cc1)Nc1nnc(-c2ccccc2)o1
i | -3 | i | CC1(C(=O)Nc2ccc(S(=O)(=O)Nc3ncccn3)cc2)CCCC1
i | 5 | i | Cc1ccc(C)c(NC(=O)c2ccc3c(=O)n4c(nc3c2)CCC4)c1

Ordered by number of heavy atoms (falling): part of the list above
KCNK3 block | HDAC3 inh | ANO1 activ | smiles
i | -3 | i | NS(=O)(=O)c1ccc(CCNC(=O)c2ccc3c(=O)n4c(nc3c2)CCCCC4)cc1
i | -3 | i | Cc1ccccc1NC(=O)CN1C(=O)NC2(CCc3ccccc32)C1=O (stereo not given)
i | nt | i | O=C(CSc1nnc2ccccn12)NC(=O)c1cccc([N+](=O)[O-])c1
i | nt | i | Cc1c(Cl)cccc1NS(=O)(=O)c1ccccc1

Reformatted: results already given
Compound | KCNK3 block | HDAC3 inh | ANO1 activ
COc1ccc(NC(=O)CC2SC(N3CCCCC3)=NC2=O)cc1OC (stereo not given) | i | 1 | i
O=C(COC(=O)c1cnc(Cl)c(Cl)c1)c1ccc(F)cc1 | i | 0 | i
O=S(=O)(NCc1ccccc1Br)c1ccccc1Br | i | -3 | i
NS(=O)(=O)c1ccc(CCNC(=O)c2ccc3c(=O)n4c(nc3c2)CCCCC4)cc1 | i | -3 | i

Carrying on:
KCNK3 block | HDAC3 inh | ANO1 activ | smiles
i | -10 | i | CC1CN(S(=O)(=O)c2ccc(C(=O)Nc3ccccc3F)cc2)CC(C)O1 (stereo not given)
i | -3 | i | COc1ccc(-c2nn(Cc3ccccc3)cc2C(=O)N2CCN(c3ccccn3)CC2)cc1OC
i | -2 | i | N#Cc1ccc(CN2CCN(C(=O)c3cc(Cl)c4c(c3)OCCO4)CC2)cc1
i | 5 | i | CCOc1ccc(S(=O)(=O)NCCc2ccccn2)cc1
i | -4 | i | CN(C(=O)CSc1cc(Cl)ccc1Cl)C1CCS(=O)(=O)C1 (stereo not given)
i | 3 | i | O=C(Nc1ccccc1N1CCOCC1)c1cc(Cl)c2c(c1)OCO2
i | -1 | i | Cc1ccc(C(=O)Nc2ccccc2N2CCCC2)cc1S(=O)(=O)N1CCOCC1
i | -5 | i | CC(C)(C)N(Cc1ccccc1)C(=O)CN1C(=O)NC2(CCCCCC2)C1=O
i | 0 | i | CCOC(=O)C1CCCN(CC(=O)N(C)c2c(N)n(Cc3ccccc3)c(=O)[nH]c2=O)C1 (stereo not given)
i | -4 | i | O=C1CN(C(=O)COC(=O)/C=C/c2ccc(F)cc2)c2ccccc2N1
i | 2 | i | CCOc1cc(/C=N/NC(=O)c2ccccc2-n2cccc2)ccc1O
i | 1 | i | CCN(CC)S(=O)(=O)c1ccc(NC(=O)c2ccc(N3CCCC3=O)cc2)cc1
i | -8 | i | Cc1cc(C)n2nc(SCC(=O)Nc3ccc(F)cc3[N+](=O)[O-])nc2n1
i | -2 | i | Cc1noc(C)c1COC(=O)C1CCN(S(=O)(=O)c2ccc(F)cc2)CC1
i | 2 | i | COCc1c(C(=O)NC2CCCCC2)sc2cccc(F)c12
i | -6 | i | CC(=O)C(Cc1ccccc1)NC(=O)COC(=O)c1ccc(-n2cnnn2)cc1 (stereo not given)
i | 0 | i | O=C(COC(=O)/C=C/c1ccc(Cl)cc1)NC1CCCCCC1
i | -1 | i | Cc1ccccc1NS(=O)(=O)c1ccc(C(=O)N(C)CC(=O)Nc2ccccc2Br)cc1
i | 2 | i | CC1CCN(S(=O)(=O)c2ccc(C(=O)N3CCCCC3C(=O)O)cc2)CC1 (stereo not given)
i | -2 | i | CN1CCN(CC(O)COc2ccc(S(=O)(=O)N3CCOCC3)cc2)CC1 (stereo not given)
i | 8 | i | O=C(COC(=O)Cc1n[nH]c(=O)c2ccccc12)Nc1ncc(Cl)cc1Cl
i | -11 | i | CNC(=O)c1[nH]cnc1C(=O)Nc1cccc(C)c1
i | 1 | i | O=C(COC(=O)c1cccc(Cl)c1)NCc1ccccc1
i | 4 | i | CC(=O)Nc1ccc(S(=O)(=O)N(C)CC(=O)OCC(=O)c2ccc3c(c2)NC(=O)CO3)cc1
i | 4 | i | CC(C)(C)c1nnc(SCC(=O)Nc2ccc(N3CCCCC3)cc2)n1N
i | -1 | i | CCN(CC(=O)Nc1ccc(C(C)=O)cc1)CC(=O)Nc1ccc2c(c1)OCCO2
i | -10 | i | CC(=O)c1ccc(OCC(=O)Nc2ccc(N3CCCCC3)cc2)cc1
i | 5 | i | CCCN(C(=O)c1ccc([N+](=O)[O-])c(C)c1)c1c(N)n(Cc2ccccc2)c(=O)[nH]c1=O
i | -3 | i | CCC(C(=O)OCC(=O)N(CC)c1c(N)n(Cc2ccccc2)c(=O)[nH]c1=O)c1ccccc1 (stereo not given)
i | -10 | i | CC(NC(=O)COC(=O)/C=C/c1ccc2c(c1)OCO2)c1ccccc1 (stereo not given)
i | 2 | i | CC(C)c1cccc(C(C)C)c1NC(=O)CN(C)C1CCS(=O)(=O)C1 (stereo not given)
i | -1 | i | Cc1ccc(S(=O)(=O)N2CCN(C(=O)COC(=O)c3ccc(Cl)nc3)CC2)c(C)c1
i | -9 | i | C[C@H](NC(=O)c1cccc([N+](=O)[O-])c1)C(=O)OCC(=O)c1ccccc1Br
i | 2 | i | CCn1c(C)cc(C(=O)CSc2nnc(-c3ccco3)o2)c1C
i | -1 | i | O=C(COC(=O)C1CC(=O)N(CCc2ccccc2)C1)c1ccc[nH]1 (stereo not given)
i | 7 | i | COc1ccc(NC(=O)c2ccc(S(=O)(=O)N3CC(C)OC(C)C3)cc2)cc1 (stereo not given)
i | -6 | i | CC(C)CCN(C(=O)c1cc(=O)[nH]c2ccccc12)c1c(N)n(Cc2ccccc2)c(=O)[nH]c1=O
i | 0 | i | O=[N+]([O-])c1ccc(CSc2ccc(S(=O)(=O)N3CCCCC3)cn2)cc1
i | -5 | i | Cc1ccccc1OCCC(=O)NNC(=O)COc1cccc(F)c1
i | -1 | i | O=C(CSc1nc(-c2cccs2)nc2ccccc12)NC1CCS(=O)(=O)C1 (stereo not given)
i | -4 | i | CCC(=O)Nc1ccc(C(=O)COC(=O)Cc2ccsc2)cc1
i | 3 | i | Cc1ccc(C(=O)O)cc1[N+](=O)[O-]
i | -1 | i | O=C(CCNC(=O)c1ccc(Br)cc1)Nc1ccc(S(=O)(=O)N2CCOCC2)cc1
i | 1 | i | Nc1c(C(=O)CSc2nnc(Cc3ccccc3)o2)c(=O)[nH]c(=O)n1C1CC1
i | 0 | i | CCc1noc(C)c1C(=O)NNC(=O)COc1cc(C)ccc1C
i | 5 | i | CCCn1c(SCC(=O)N2CCc3ccccc3C2)nc(O)cc1=O
i | 0 | i | O=C(COc1ccccc1)NNC(=O)c1ccc(Cl)cc1
i | -1 | i | O=C(COC(=O)C1CCC1)Nc1ccc(Cl)cn1
i | 1 | i | CN(C(=O)Cn1cc([N+](=O)[O-])ccc1=O)C1CCCCC1
i | 2 | i | COc1ccccc1NS(=O)(=O)c1ccc(C)c(NC(=O)C2CCCO2)c1 (stereo not given)
i | 7 | i | COc1ccc(Cl)cc1NC(=O)COC(=O)c1ccc(Cl)nc1
i | -8 | i | CCCCN1C(=O)c2ccc(C(=O)OCC(=O)NCCc3ccc(S(N)(=O)=O)cc3)cc2C1=O
i | -4 | i | COc1ccccc1S(=O)(=O)NCc1ccc(C(=O)N(C)Cc2ccc(F)cc2)cc1
i | 0 | i | Cc1cccc(C)c1NC(=O)CN1CCN(C(=O)CNC(=O)c2ccc(N3CCCC3=O)cc2)CC1
i | 0 | i | O=C(/C=C/c1ccco1)OCC(=O)c1ccc(OC(F)F)cc1
i | -4 | i | CCC1CCCCN1C(=O)COC(=O)c1cc(C)nc2ccccc12 (stereo not given)

Continued:
KCNK3 block | HDAC3 inh | ANO1 activ | smiles
i | 2 | i | CC(=O)c1ccc(S(=O)(=O)N2CCN(CCOc3ccc(Br)cc3)CC2)cc1
i | 1 | i | O=C(COC(=O)c1cc(S(=O)(=O)N2CCOCC2)ccc1F)NC1CC1
i | 1 | i | O=C(O)c1cccc(S(=O)(=O)Nc2cccc(S(=O)(=O)N3CCCC3)c2)c1
i | 6 | i | O=C(Nc1ccccc1)C1CCCN(C(=O)c2ccc(F)cc2)C1 (stereo not given)
i | -8 | i | COc1ccc(S(=O)(=O)N2CCCCC2)cc1NC(=O)Cn1cnc2c1c(=O)n(C)c(=O)n2C
i | 2 | i | Cc1ccc(S(=O)(=O)N2CCCCC2)cc1NC(=O)C1CC(=O)N(Cc2ccco2)C1 (stereo not given)
i | -4 | i | CC1Cc2ccccc2N1C(=O)CN1CCN(S(=O)(=O)c2cccs2)CC1 (stereo not given)
